M. tuberculosis HTS – M. tuberculosis growth inhibition, HTS (AID 449762); hit rate 0.59% among 330,000; M. tuberculosis H37Rv growth inhibition, 7H9 media; higher % means a stronger effect; inhibition, % at 25 µM; hits with a dose series show IC50 in µM; in the data active means a potency from the dose series; inconclusive means inhibition above about 70% without an active follow-up result;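 further: bacterial growth assessed after seven days of incubation; strong numbers were not always called active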
Salmonella PhoP GFP – PhoP regulon inhibitors, Salmonella typhi PhoP promoter GFP reporter, confirmatory (AID 1850); inhibition, % at 50 µM; hits with a dose series show IC50 in µM; Salmonella Typhi PhoP-promoter GFP reporter, fluorescence, 4 h; higher % means a stronger effect; hit rate 0.33% among 310,000; in the data active means a potency from the dose series; inconclusive means inhibition mostly from about 25% at the one dose, without a potency; inactive means the rest, 99 in 100 with inhibition below about 19%;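 further: 0% = induced wells with vehicle and 100% = uninduced wells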
influenza NS1A – H1N1 influenza NS1A inhibitors, functional cell based assay (AID 504329) | NS1A functional cell-based assay, percent inhibition; higher % means a stronger effect | inhibition, % at 12.5 µM; hits with a dose series show IC50 in µM | hit rate 0.3% among 340,000; in the data active means a potency from the dose series; inconclusive means inhibition above about 27% without an active follow-up result; further: strong numbers were not always called active
inhibitors of VEEV – inhibitors of VEEV TC-83 cytopathic effect, confirmation, Vero cells (AID 588727). inhibition, % at 20 µM; hits with a dose series show IC50 in µM. hit rate 0.13% among 350,000. Vero cells, VEEV TC-83 cytopathic effect inhibition; higher % means a stronger effect; in the data active means a potency from the dose series; inconclusive means inhibition mostly from about 14% at the one dose, without a potency; inactive means the rest, 99 in 100 with inhibition below about 12%; further: strong numbers were not always called active
tuberculosis growth – growth inhibition of non-replicating M. tuberculosis (AID 488890) | Mycobacterium tuberculosis non-replicating, growth inhibition; higher % means a stronger effect | one-dose inhibition, % at 25 µM; IC50 in µM for titrated hits | hit rate 0.39% among 320,000; in the data active means a potency from the dose series; inconclusive means inhibition mostly from about 82% at the one dose, without a potency; inactive means the rest, 99 in 100 with inhibition below about 76%;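 further: plate controls were DMSO cells for no effect and high antibiotic wells for full effect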
inhibitors of VEEV 10K pilot screen – also measured in inhibitors of VEEV; calls as there; inhibition, %; measured here: 10K pilot screen inhibition
Numbers without * were called inactive; i = inactive; u = inconclusive; x = not tested or not shown; & = joins results of further samples. This is a subset; the hit share may differ from the screen's.

SMILES | M. tuberculosis HTS | Salmonella PhoP GFP | influenza NS1A | inhibitors of VEEV | tuberculosis growth | others
C=C1c2cccc(O)c2C(O)=C2C(=O)[C@]3(O)C(O)=C(C(N)=O)C(=O)[C@@H](N(C)C)[C@@H]3[C@@H](O)[C@H]12 | 69% | 0.56µM* | -3% | 2.9% | 73%
COc1ccccc1OCCNCC(O)COc1cccc2[nH]c3ccccc3c12 (centres undefined) | -5% | -9% | x | x | 68%
CCCOC(=O)c1ccc(O)cc1 | -7% | -1% | -37% | 0.6% | 61%
CC(O)CC(=O)O (centres undefined) | -5% | 20% | 2% | 0.5% | 8%
COc1ccc2ccc(=O)oc2c1 | -5% | -8% | -9% | 0.4% | -13%
COc1cc2nc(N3CCN(C(=O)[C@H]4COc5ccccc5O4)CC3)nc(N)c2cc1OC | 17% | -13% | 5% | 9.2% | 23%
O=c1cc(-c2ccc(O)cc2)oc2cc(O[C@@H]3O[C@H](CO)[C@@H](O)[C@H](O)[C@H]3O[C@@H]3OC[C@](O)(CO)[C@H]3O)cc(O)c12 | -2% | 0% | 0% | 0.3% | -27% | inhibitors of VEEV 10K pilot screen=0.9
NC(N)=NC(=O)Cc1c(Cl)cccc1Cl | 1% | 6% | 4% | 0.3% | 3%
NC(=NCc1ccccc1)NC(=O)c1nc(Cl)c(N)nc1N | 14% | 10% | 6% | 2.0% | 19%
COC(c1ccccc1)(c1ccccc1)C(Oc1nc(C)cc(C)n1)C(=O)O (centres undefined) | 4% | -1% | -4% | i | 11%
CCCCCCCC/C=C\CCCCCCCC(=O)O | -7% | 1% | -1% | i | -7%
Cc1cccc2c1NC(=O)/C2=C\C(=O)c1cccs1 | -10% | -2% | 4% | u | 79%
COc1ccc(/C=C/C(=O)O)cc1 | 6% | x | 2% | i | 24%
CCCCCCCCCCCC(=O)O | 1% | 20% | -1% | i | 65%
CCCCOc1ccc(CC(=O)NO)cc1 | u | 8%&-16% | 2% | i | 13%

Three compounds out of the list, arranged by heavy-atom count, rising.
SMILES | M. tuberculosis HTS | Salmonella PhoP GFP | influenza NS1A | inhibitors of VEEV | tuberculosis growth | others
CCCOC(=O)c1ccc(O)cc1 | -7% | -1% | -37% | 0.6% | 61%
CCCCCCCC/C=C\CCCCCCCC(=O)O | -7% | 1% | -1% | i | -7%
O=c1cc(-c2ccc(O)cc2)oc2cc(O[C@@H]3O[C@H](CO)[C@@H](O)[C@H](O)[C@H]3O[C@@H]3OC[C@](O)(CO)[C@H]3O)cc(O)c12 | -2% | 0% | 0% | 0.3% | -27% | inhibitors of VEEV 10K pilot screen=0.9

The main list resumes, repeating the 4 entries before the break.
SMILES | M. tuberculosis HTS | Salmonella PhoP GFP | influenza NS1A | inhibitors of VEEV | tuberculosis growth | others
Cc1cccc2c1NC(=O)/C2=C\C(=O)c1cccs1 | -10% | -2% | 4% | u | 79%
COc1ccc(/C=C/C(=O)O)cc1 | 6% | x | 2% | i | 24%
CCCCCCCCCCCC(=O)O | 1% | 20% | -1% | i | 65%
CCCCOc1ccc(CC(=O)NO)cc1 | u | 8%&-16% | 2% | i | 13%
O=C(O)/C=C/c1ccc(O)cc1 | 2% | 1% | 2% | 0.5% | 5%
CCC(=O)O[C@]1(C(=O)SCF)[C@H](C)C[C@H]2[C@@H]3C[C@H](F)C4=CC(=O)C=C[C@]4(C)[C@@]3(F)[C@@H](O)C[C@@]21C | 6% | -2% | x | x | 2%
CCc1c2c(nc3ccc(OC(=O)N4CCC(N5CCCCC5)CC4)cc13)-c1cc3c(c(=O)n1C2)COC(=O)[C@]3(O)CC | 3% | -4% | 1% | 11% | 3%
CC(C)(CO)C(O)C(=O)NCCCO (centres undefined) | -1% | -1% | -1% | 0.5% | -9%
CC[C@]1(O)C[C@@H]2CN(CCc3c([nH]c4ccccc34)[C@@](C(=O)OC)(c3cc4c(cc3OC)N(C)[C@H]3[C@@](O)(C(=O)OC)[C@H](OC(C)=O)[C@]5(CC)C=CCN6CC[C@]43[C@@H]65)C2)C1 | 1% | 9% | 7% | 12% | 24%
O=C(O)CNC(=O)c1ccccc1 | -1% | 22% | -5% | 1.1% | -14%
O=C(O)C(O)C(O)C(O)C(O)C(=O)O (centres undefined) (tested in a mixture with another compound) | 3% | -17% | 5% | 1.7% | -2%
C/C=C(/C)C(=O)O[C@@H]1c2cc(OC)c(OC)c(OC)c2-c2c(cc3c(c2OC)OCO3)C[C@H](C)[C@]1(C)O | 1% | 17% | -1% | i | 58%
C[C@@H]1C[C@H]2[C@@H]3C[C@H](F)C4=CC(=O)C=C[C@]4(C)[C@@]3(F)[C@@H](O)C[C@]2(C)[C@@]1(O)C(=O)COC(=O)C(C)(C)C | 23% | -3% | 4% | 0.7% | 12%
COc1ccc(/C=N/NC(=O)c2ccncc2)cc1OC | u | -6% | 7% | 1.3% | 65%
CCn1cc(C(=O)O)c(=O)c2cc(F)c(N3CCNCC3)nc21 | x | x | -1% | 0.8% | x
Nc1c2c(nc3ccccc13)CCCC2O (centres undefined) | x | x | -1% | 0.7% | x

Molecules shown so far that have an NH in an aromatic ring:
SMILES | M. tuberculosis HTS | Salmonella PhoP GFP | influenza NS1A | inhibitors of VEEV | tuberculosis growth | others
COc1ccccc1OCCNCC(O)COc1cccc2[nH]c3ccccc3c12 (centres undefined) | -5% | -9% | x | x | 68%
CC[C@]1(O)C[C@@H]2CN(CCc3c([nH]c4ccccc34)[C@@](C(=O)OC)(c3cc4c(cc3OC)N(C)[C@H]3[C@@](O)(C(=O)OC)[C@H](OC(C)=O)[C@]5(CC)C=CCN6CC[C@]43[C@@H]65)C2)C1 | 1% | 9% | 7% | 12% | 24%

Compound activity (PubChem)
